# Screening results (PubChem BioAssay)
# Scp1 inh: blocks human Scp-1 phosphatase activity; inhibition, % at 20 µM; 340,000 tested, 0.88% active; Q9GZU7; AID 493091; Recombinant Scp1, phosphopeptide, malachite green phosphate absorbance;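 active = inhibition above about 50% at 20 µM, limit read from the data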;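 note: plate controls were DMSO wells with enzyme for no effect and wells lacking enzyme for full effect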
#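 Test system: SCP-1 phosphatase catalytic domain, residues 76-261; measured by: colorimetric phosphate reagent with accelerator and stabiliser, absorbance at 630 nm; timing: enzyme reaction 45 min at room temperature, colour 5 min, stabilisation 30 min; also added: Phosphorylated 17-residue peptide substrate; compound dosing: one concentration, 20 µM, with 1.0% DMSO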
# MsrA inhibitor: bovine MsrA inhibition; 360,000 tested, 0.75% active; purified bovine MsrA, absorbance read-out; inhibition, % at 15.5 µM; in the data active = inhibition above about 4.5%;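 note: 0% = vehicle wells with enzyme and 100% = reference inhibitor wells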
# LMPTP inh: LMPTP (human) inhibition; P24666; 360,000 tested, 0.22% active; inhibition, % at 20 µM; recombinant LMPTP-A, OMFP fluorogenic substrate, fluorescence intensity;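 active = compounds that cut the enzyme signal by at least half of the control window in the single-dose screen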;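 note: plate controls were DMSO wells with enzyme plus substrate for no effect and substrate without enzyme for full effect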
# Target sequence (P24666 whole entry, looked up): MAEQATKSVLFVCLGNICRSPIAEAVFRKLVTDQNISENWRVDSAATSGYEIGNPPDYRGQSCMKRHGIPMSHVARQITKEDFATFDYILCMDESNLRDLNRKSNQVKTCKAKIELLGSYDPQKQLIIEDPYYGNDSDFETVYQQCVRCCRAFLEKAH
#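 Test system – LMPTP-A enzyme · Amount – LMPTP-A at 0.625 nM final in the reaction · Buffer or medium – Bis-Tris pH 6.0, DTT, detergent · Reagent – OMFP 400 µM · Doses – single 20 µM dose · Schedule – reaction 50 min, room temperature, dark · Detection – fluorescence intensity of OMFP turnover product · Evaluation – percent inhibition versus substrate-only and uninhibited controls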
# CSN inh: blocks human CSN-mediated cullin deneddylation; Q92905; Purified CSN, SCF-Nedd8-OG deneddylation, fluorescence polarization; 360,000 tested, 0.38% active; inhibition, % at 12.5 µM;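 active = pattern-corrected inhibition above about 35%, with an unprinted fluorescence ratio check between 0.5 and 1.5, limit read from the data, passing the limit was not always enough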;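 note: 0% = enzyme with substrate and 100% = substrate without enzyme; some results filed as inactive read as strong as hits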
# Target sequence (Q92905 whole entry, looked up, one chain of several): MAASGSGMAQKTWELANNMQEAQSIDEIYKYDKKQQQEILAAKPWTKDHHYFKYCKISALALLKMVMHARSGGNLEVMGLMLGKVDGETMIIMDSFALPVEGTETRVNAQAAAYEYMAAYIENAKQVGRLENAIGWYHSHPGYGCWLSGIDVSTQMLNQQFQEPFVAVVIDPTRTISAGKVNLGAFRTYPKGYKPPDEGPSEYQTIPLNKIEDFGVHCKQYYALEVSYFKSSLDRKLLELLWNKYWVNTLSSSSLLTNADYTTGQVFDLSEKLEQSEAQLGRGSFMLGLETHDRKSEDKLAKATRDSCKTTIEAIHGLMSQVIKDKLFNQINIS
#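 Assay system: Purified human Csn5 enzyme expressed in HEK293T cells | Amount: Enzyme 0.24 nM | Measured by: Fluorescence polarization readout | Medium: Tris/NaCl/DTT buffer, pH 7.5 | Compound dosing: One concentration, 12.5 µM, 0.25% DMSO | Times: 90 min incubation of compound, enzyme and substrate at room temperature | Control set: no-enzyme wells high, enzyme-with-substrate wells low | Read-out: % inhibition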
# NadD inh: NadD (S. aureus) enzyme inhibition; 360,000 tested, 0.78% active; AID 602399; purified NadD enzyme, colorimetric absorbance read-out; inhibition, % at 20 µM; in the data active = inhibition above about 26%; note: some compounds past the cut are filed as inactive
# STEP block: STEP (human) phosphatase inhibition | 360,000 tested, 0.25% active | AID 588621 | recombinant STEP, OMFP fluorogenic substrate, fluorescence | P54829 | inhibition, % at 20 µM;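 active = inhibition at 20 µM, scaled per plate between control wells, above about 37%, limit read from the data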;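 note: 0% = DMSO with enzyme and substrate and 100% = substrate only without enzyme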
#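 medium = Bis-Tris buffer pH 6.0, 2.5 mM DTT, 0.005% Tween 20 | test system = STEP (striatal-enriched tyrosine phosphatase) enzyme, cell-free | measure = normalized % inhibition | compound dosing = 20 µM, 1% DMSO | also added = 25 µM OMFP | schedule = reaction 20 min, ambient temperature | measured by = fluorescence read at 480 nm ex / 540 nm em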
# SUMO1-SIM PPI: SUMO1-SIM interaction modulation | P63165 | SUMO1 binding to a labelled peptide, TR-FRET, 1 h | inhibition, % at 20 µM | 360,000 tested, 0.33% active | AID 602429; in the data active = inhibition above about 37%
# Target sequence (P63165 whole entry, looked up): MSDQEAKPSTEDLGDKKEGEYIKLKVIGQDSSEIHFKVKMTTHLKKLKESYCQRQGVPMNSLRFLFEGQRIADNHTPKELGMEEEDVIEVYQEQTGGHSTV
# TbMetRS inhib: Trypanosoma brucei MetRS inhibition | inhibition, % at 11.9 µM | purified T. brucei MetRS, ATP depletion, Kinase-Glo luminescence | 360,000 tested, 0.4% active;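 active = inhibition above a per-plate cutoff of the control wells' mean inhibition plus 3 SD, cut at about 5.5% in these data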;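 note: 0% = DMSO wells median and 100% = median of wells with control inhibitor compound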
#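 assay system = parasite MetRS enzyme | timing = 15 min preincubation, 2 h reaction, all 25 °C | evaluation = percent inhibition relative to median high and low control wells | medium = HEPES buffer containing pyrophosphatase, BSA, spermine, DTT | compound = single dose, 11.9 µM final nominal, 0.9% final DMSO | detection = Kinase-Glo luminescence, ATP depletion format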
# Rpn11 inh: inhibitors of human proteasome Rpn11; O00487; human 26S proteasome, Ub4-pepOG fluorescence polarization; 20S core pre-blocked with epoxomicin; calls only at 20 µM; 360,000 tested, 0.59% active; AID 588493;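 active = inhibition at 20 µM, scaled to each plate's controls, above about 33%, limit read from the data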
# Target sequence (O00487 whole entry, looked up): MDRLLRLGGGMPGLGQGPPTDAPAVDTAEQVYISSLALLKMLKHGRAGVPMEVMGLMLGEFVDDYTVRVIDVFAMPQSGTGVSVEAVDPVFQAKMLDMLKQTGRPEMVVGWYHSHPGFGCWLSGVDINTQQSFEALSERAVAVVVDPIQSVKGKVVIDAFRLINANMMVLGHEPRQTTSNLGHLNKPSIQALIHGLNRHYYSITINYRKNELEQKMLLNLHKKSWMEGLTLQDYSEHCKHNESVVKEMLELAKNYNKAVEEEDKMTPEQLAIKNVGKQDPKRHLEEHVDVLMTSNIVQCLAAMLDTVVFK
# DNMT1 block: inhibitors of human DNMT1; P26358; AID 588458; inhibition (reported as % activation of signal), % at 10 µM; 360,000 tested, 0.83% active; DNMT1 molecular beacon, Hinp1I cleavage, fluorescence; in the data active = inhibition above about 50%
# * hit, by the source's call; i = inactive; / = not tested or not shown; + = active, no number.
mol,Rpn11 inh,CSN inh,LMPTP inh,DNMT1 block,Scp1 inh,SUMO1-SIM PPI,NadD inh,TbMetRS inhib,MsrA inhibitor,STEP block
Cc1cc(C)nc(Nc2nc(C(N)c3ccccc3)cs2)n1 (configuration not stated),i,-3,-1.8,2,/,3,-2,-0.2,2.5,1
COc1ccc(C(=O)NCCn2cc(SCC(N)=O)c3ccccc32)cc1,i,1,-1.0,-4,-4,1,-7,-0.2,-0.3,-1
CC(=O)c1ccc(NS(=O)(=O)c2cc3c(cc2C)N(C)CCO3)cc1,i,2,-0.5,0,-7,3,3,-0.6,0.9,0
COc1ccc(NC(=O)c2ccc(NC(=O)CCS(=O)(=O)c3cccs3)cc2)cc1,i,2,0.4,-1,-4,6,-5,-0.9,-0.2,-2
Cc1cccc(N2CN(Cc3ccco3)CNC2=S)c1,i,3,-2.4,4,-2,2,-6,-0.2,-0.5,-1
O=c1cc(N2CCCCCC2)[nH]c(=O)n1-c1ccccc1Cl,i,5,-0.7,-2,-2,0,-4,-0.6,0.2,-2
COc1cccc(NC(=O)C(C)Oc2ccccc2)c1 (configuration not stated),+,4,-1.2,-4,-4,-6,-6,-0.7,-0.5,-3
COc1cccc(C2NC(=S)NC(C)=C2C(=O)c2ccccc2)c1OC (configuration not stated),i,-3,-1.1,-2,-2,-4,4,-0.1,2.1,1
COc1ccc(C)cc1NC(=O)c1cc(S(=O)(=O)N2CCOCC2)cn1C,i,-4,-1.7,-3,-7,3,-6,-0.4,0.1,3
O=S(=O)(NC(=S)c1ccccc1)c1ccc(Cl)cc1,i,5,-2.2,3,-12,0,-15,-0.1,0.1,1
CC(=O)c1cccc(NS(=O)(=O)c2ccc(N/C=C\C(=O)c3ccc(C)cc3)cc2)c1,i,4,1.7,-3,-9,3,12,-1.0,0.9,6
CC(=O)N1c2ccccc2NC2=C(C(=O)CCC2)C1c1cccnc1 (configuration not stated),i,1,-3.1,6,-1,-1,2,-0.6,4.0,0
CCc1nc2ccc(C(=O)NCCC(C)C)cn2c1N(CC)CCN(C)C,i,-2,0.3,2,/,0,0,-0.3,1.4,2
NNC(=O)c1cc(-c2ccco2)[nH]n1,i,2,0.3,-2,0,5,-2,-0.8,1.2,2
C/C=C/c1ccc(OC)c(OC(C)=O)c1,i,1,-0.9,2,-4,0,-3,-0.5,-0.2,3
CCN(CC)C(=O)[C@H]1CC(CC(=O)NCC23CC4CC(CC(C4)C2)C3)C(=O)N2CCc3c([nH]c4ccccc34)[C@]12C (some centres not stated),i,4,1.8,-9,-8,7,0,-0.5,1.3,-4
Cc1nc2c(OCc3ccccc3)cccn2c1N(C)C(=O)C1CCCCC1,i,-1,-0.9,-3,/,5,-1,-0.1,0.3,-2
O=C(COc1ccc([N+](=O)[O-])cc1)NCC(c1cccs1)N1CCOCC1 (configuration not stated),i,0,-0.6,-5,-9,-16,-4,-0.1,1.4,-3
O=C(N/N=C/c1ccc(O)cc1O)C1CC1,i,-1,-0.8,1,-7,-4,-1,0.1,0.7,1
CCN(CCCNC(=O)CCNC(=O)Cn1cnc2ccccc2c1=O)c1cccc(C)c1,i,0,0.5,1,-8,2,7,-0.1,-1.4,6
COc1ccccc1Nc1ncc(-c2cccs2)s1,i,10,4.1,-29,24,11,40*,-0.4,1.5,12
Cc1nn(-c2ccc(F)cc2)c2sc(C(=O)OCC(=O)N3CCC(C)CC3)cc12,i,-2,-0.3,-1,-11,4,0,-0.7,-0.5,-1
Cc1ccc(C2=CSC3=NS(=O)(=O)CCN23)cc1,i,-3,0.8,16,4,0,-1,-1.3,0.7,-4
COc1cc(C(=O)/C=C/c2cccnc2)c([N+](=O)[O-])cc1OC,i,4,0.2,-1,-11,-27,-9,0.1,3.0,4
CCc1ccccc1NC(=O)Cn1c(=O)n(-c2ccc(CC(=O)NCC3CCCO3)cc2)c(=O)c2ccccc21 (configuration not stated),i,6,0.3,4,2,-2,0,-1.3,0.4,0
CC(C)c1ccc(NC(=O)c2ccc(Br)o2)cc1,i,4,1.3,4,-5,-2,-6,-0.5,1.7,0
CCOc1ccc(-c2cc(C(=O)NC3CCCCC3)[nH]n2)c(C)c1,i,3,0.5,5,/,10,-1,0.5,-0.4,-3
COC(=O)CC1CC2(C(=O)OC)c3[nH]c4ccccc4c3CCN2C1=O (configuration not stated),i,8,-1.4,4,/,0,-3,-1.3,0.1,3
CCn1c(SCC(=O)NCC2CCCO2)nc2c([nH]c3ccccc32)c1=O (configuration not stated),i,5,-0.7,-1,-8,1,-2,-0.1,0.4,0
COc1ccccc1NS(=O)(=O)c1ccc2c(c1)OCCO2,i,2,1.3,0,4,-5,7,0.4,-1.2,1
Cc1cc(SCC(=O)OCC(=O)N(CCC#N)c2ccccc2)nc2ccccc12,i,13,0.4,1,-6,6,-5,-0.4,-0.2,1
CC(C)CC(NC(=O)C(NC(=O)OC(C)(C)C)C(C)C)C(=O)NC(CCC(=O)OCc1ccccc1)C(N)=O (configuration not stated),i,3,-6.8,3,-3,0,-4,-0.3,0.9,-1
COc1ccc(CCNC(=O)c2ccc(NC(=O)CC3SC(N4CCCCC4)=NC3=O)cc2)cc1 (configuration not stated),i,2,-1.0,2,-8,-6,3,-0.2,0.8,1
Cc1ccc(NC(=O)N2CCC(c3nc4c(nnn4Cc4c(F)cccc4Cl)c(=O)[nH]3)CC2)cc1,i,5,3.2,-4,-8,6,23,-0.6,0.0,-3
CC(OC(=O)CNC(=O)C12CC3CC(CC(C3)C1)C2)C(=O)Nc1ccc(N2CCOCC2)cc1 (configuration not stated),i,-4,-0.1,-3,-7,-2,3,-0.5,-0.7,-3
N#Cc1ccccc1CSC1=NCCS1,i,4,-0.6,-1,-8,0,10,0.1,-0.1,0
Cc1ccc(N(CC(=O)NCCc2ccc(Cl)cc2)S(=O)(=O)c2c(C)noc2C)cc1,i,0,0.9,4,1,4,-5,0.3,0.6,-1
CC(=O)Nc1ccc(Cl)cc1C(=O)O,i,4,-3.3,0,-5,1,0,-0.3,0.6,-3
COC(=O)c1ccc(NC(=O)C2CCN(C(=O)Nc3ccccc3)CC2)cc1,i,1,-0.1,0,8,2,7,-0.3,0.5,0
Cc1ccc(OCCn2c3ccccc3n3nc(C)c(=O)nc23)cc1,i,-1,-0.4,3,28,2,7,-1.4,-0.3,1
CCOC(=O)N1CCN(C(=O)c2ccc(NC(C)=O)cc2)CC1,i,-1,-1.2,-1,0,-4,-3,0.5,1.1,6
CSc1ccc(/C=C/C(=O)c2ccc(NC(C)=O)cc2)cc1,i,3,-0.3,-4,0,-10,-8,-0.7,0.9,0
Cc1cc(N/N=C/c2c[nH]c3ccccc23)c2ccccc2n1,i,-1,0.0,-3,12,21,-5,0.1,0.9,1
CC(C)(C(=O)N1CCC1(C)C(=O)NS(=O)(=O)c1cccc(F)c1)c1ccccc1 (configuration not stated),i,1,-0.9,1,/,5,-8,0.3,-0.2,-4
O=C(CN1CCN(C(=S)NC2CCCC2)CC1)Nc1ccc(Oc2ccccc2)cc1,i,2,0.6,-3,12,-4,-3,-0.5,0.8,3
CCc1ccc(C2CC(=O)N(c3cccc(F)c3)C3=C2C(=O)OC3)cc1 (configuration not stated),i,-1,-0.8,7,-5,3,-3,-1.2,-1.2,-2
O=C(CN1C(=O)NC2(CCCCC2)C1=O)Nc1ccc2c(c1)OCCCO2,i,-3,-1.1,3,-4,0,2,-0.5,0.4,1
CC(C)c1nc(N2CCOCC2)c(C#N)c2c1COC(C)(C)C2,i,-6,-0.2,2,-6,2,-5,-0.5,0.2,0
c1ccc(N2CCN(Cc3cn4ccccc4n3)CC2)cc1,i,-5,-0.9,-1,32,0,-7,0.1,0.2,-2
CC(CNC(=O)COC(=O)c1cccs1)c1ccccc1 (configuration not stated),i,-2,1.3,1,2,-3,0,-0.4,-1.0,-1

# 3 entries drawn at random from the list so far:
mol,Rpn11 inh,CSN inh,LMPTP inh,DNMT1 block,Scp1 inh,SUMO1-SIM PPI,NadD inh,TbMetRS inhib,MsrA inhibitor,STEP block
Cc1cccc(N2CN(Cc3ccco3)CNC2=S)c1,i,3,-2.4,4,-2,2,-6,-0.2,-0.5,-1
COC(=O)CC1CC2(C(=O)OC)c3[nH]c4ccccc4c3CCN2C1=O (configuration not stated),i,8,-1.4,4,/,0,-3,-1.3,0.1,3
CC(=O)c1ccc(NS(=O)(=O)c2cc3c(cc2C)N(C)CCO3)cc1,i,2,-0.5,0,-7,3,3,-0.6,0.9,0

# More structures
mol,Rpn11 inh,CSN inh,LMPTP inh,DNMT1 block,Scp1 inh,SUMO1-SIM PPI,NadD inh,TbMetRS inhib,MsrA inhibitor,STEP block
Nc1[nH]c(C(=O)c2ccccc2)c(-c2ccncc2)c1C(=O)NCc1ccc(Cl)cc1,/,2,2.0,/,/,-2,10,0.0,-0.3,/
CC(=O)Nc1ccc(/C(C)=N/NS(=O)(=O)c2ccc(C)cc2)cc1,i,-8,-0.7,0,1,-1,1,-0.6,0.6,-1
Cc1cc(C)cc(C(=O)Nn2cnnc2)c1,i,4,-2.1,2,-7,2,-9,-0.8,1.1,2
COc1ccc(NC(=O)c2cc(-c3ccc(F)cc3OC(C)C)n[nH]2)cn1,i,0,0.8,-1,/,4,1,-0.4,-0.8,0
NNC(=O)C1CCCn2c1nc1sc3c(c1c2=O)CCCC3 (configuration not stated),i,-7,1.0,-1,-12,-4,-1,-0.4,0.7,-8
Cc1ccc(SCC(=O)c2c(C)[nH]c3ccccc23)cc1,i,-7,-0.3,3,-9,0,-5,0.3,-1.0,-5
CC(c1ccco1)N(C(=O)c1ccccc1F)c1ccccn1 (configuration not stated),i,-2,-1.5,2,-13,5,3,-0.1,-0.7,3
COc1ccccc1NC(=O)c1c(NC(=O)c2ccco2)sc2c1CCC2,i,5,1.4,2,-13,-1,15,-0.1,1.5,2
